Bioassay records (PubChem)
GPR55 LPI antagonism: GPR55 antagonists blocking LPI-driven arrestin recruitment, primary screen, imaging, U2OS, beta-arrestin-GFP, LPI agonist (AID 2013). U2OS GPR55 beta-arrestin-GFP translocation imaging, LPI antagonism; higher % means a stronger effect. one-dose inhibition, % at 10 µM; IC50 in µM for titrated hits. 0.13% of 290,000 active;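 active = spots per cell inhibited over 60%, with over 100 cells counted and total cytoplasm intensity under 500,000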;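 also: U2OS cells stably carrying GPR55 and arrestin-GFP stimulated by 5 µM LPI near EC80; imaged beta-arrestin-GFP aggregate spots per cell after agonist stimulation; plate controls were LPI-stimulated DMSO wells for no effect and DMSO wells without LPI for full effect; some results filed as inactive read as strong as hits; confirmed hits need IC50 under 10 µM and bright autofluorescent wells are also inconclusive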
KOR beta-arrestin-1: KOR agonists, beta-arrestin recruitment, primary screen, cell-based, luminescence, uHTS (AID 1777); activation, % at 10 µM, or EC50 in µM where a hit was titrated; KOR beta-arrestin recruitment, luminescence; higher % means a stronger effect; 0.02% of 280,000 active; in the data active = activation above about 50%, passing the limit was not always enough; also: a part of the inactive calls stands beside numbers as strong as those of hits
GPR55 beta-arrestin: selective activators of receptor GPR55 – imaging, U2OS cells, beta-arrestin-GFP redistribution, primary screen (AID 1961) | U2OS GPR55 beta-arrestin-GFP redistribution imaging; higher % means a stronger effect | activation, % at 10 µM; hits with a dose series show EC50 in µM | 0.048% of 290,000 active;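 active = activation above 40% with more than 50 cells counted in the well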;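 also: U2OS osteosarcoma cells stably expressing GPR55 and beta-arrestin-GFP; plate controls were DMSO negative control for no effect and LPI positive control for full effect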
NOD1 NF-kB reporter: inhibition of NOD1-driven NF-kB reporter – cell-based, luminescence, uHTS, primary screen (AID 1578) | NOD1-driven NF-kB luciferase reporter cells, luminescence; higher % means a stronger effect | one-dose inhibition, % at 4 µM; EC50 in µM for titrated hits | 1% of 290,000 active; in the data active = inhibition mostly above about 36%, no sharp cut-off; inactive = mostly below about 34%;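 also: HEK-293T reporter cells stimulated with the NOD1 agonist gamma-tri-DAP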
GPR35 arrestin U2OS: GPR35 antagonists blocking zaprinast-driven arrestin recruitment, primary screen, imaging, U2OS, beta-arrestin-GFP, zaprinast agonist (AID 2058); inhibition, % at 10 µM; hits with a dose series show IC50 in µM; 0.052% of 290,000 active; U2OS GPR35 beta-arrestin-GFP translocation imaging, zaprinast antagonism; higher % means a stronger effect;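 active = inhibition of at least 50% with at least 30 cells and total cytoplasm GFP at most 10,000,000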
HIV peptide binding: inhibitors of HIV fusion peptide binding, primary screen, biochemical, uHTS, fluorescence dequenching (AID 1986); cell-free peptide binding, fluorescence dequenching, 30 min; higher % means a stronger effect; 0.3% of 290,000 active; inhibition, % at 20 µM, or IC50 in µM where a hit was titrated; in the data active = inhibition mostly above about 52%, no sharp cut-off; inactive = mostly below about 76%; also: some results filed as inactive read as strong as hits
West Nile antiviral: West Nile virus antiviral activity, cell-based, CPE readout (AID 1621). CPE inhibition, % at 10 µM, or IC50 in µM where a hit was titrated. West Nile virus-infected cells, CPE inhibition; higher % means a stronger effect. 0.02% of 290,000 active; in the data active = a potency from the dose series; also: strong numbers were not always called active
NS5 inhibitors: Dengue-2 NS5 methyltransferase inhibitors, primary screen, biochemical, confirmation dose response (AID 588689) | Dengue-2 NS5 methyltransferase capping enzyme assay, biochemical; higher % means a stronger effect | inhibition, % at 25 µM, or IC50 in µM where a hit was titrated | 0.3% of 340,000 active; in the data active = a potency from the dose series
KOR beta-arrestin-2: KOR antagonists, beta-arrestin recruitment, cell-based, luminescence, uHTS (AID 1778) | 0.091% of 290,000 active | KOR beta-arrestin recruitment, luminescence, antagonist mode; higher % means a stronger effect | inhibition, % at 10 µM, or IC50 in µM where a hit was titrated; in the data active = inhibition above about 50%; also: strong numbers were not always called active
NS5 inhibitors pilot replicate: recorded beside NS5 inhibitors, whose call it bears; inhibition, %; measured here: pilot screen replicate inhibition
An asterisk follows results filed as active; . = no result given; [ ] = remark or other dose.

SMILES | GPR55 LPI antagonism | KOR beta-arrestin-1 | GPR55 beta-arrestin | NOD1 NF-kB reporter | GPR35 arrestin U2OS | HIV peptide binding | West Nile antiviral | NS5 inhibitors | KOR beta-arrestin-2 | others
O=C(Cn1cnc2cc([N+](=O)[O-])ccc2c1=O)Nc1cccc(S(=O)(=O)N2CCOCC2)c1 | -26% | 1.0% | -0.3% | -10% | -2% | -1.6% | 0.3% | -8% | -18%
COc1ccc(Cl)cc1N(CC(=O)N1CCCCC1)S(C)(=O)=O | 1% | 0.2% | 0.3% | 12% | 13% | -2.3% | 0.3% | . | 6%
CCCNC(=O)CSc1nc2[nH]ncc2c(=O)[nH]1 | -10% | -0.2% | 2.0% | -39% | 2% | -0.7% | 0.0% | -5% | -44%
Cc1nc(CCN2C(=O)c3ccccc3C2=O)cs1 | 2% | 0.3% | -0.1% | -8% | 0% | -3.1% | -0.6% | -2% | -24%
O=C(C1CC1)N1CCc2cc(S(=O)(=O)NCC3COc4ccccc4O3)ccc21 (stereo unspecified) | -9% | 9.9% | 0.7% | 42% | -11% | -2.1% | . | -13% | -18%
Clc1ccc2[nH]c3c(c2c1)CCc1cn[nH]c1-3 | -16% | -1.1% | -0.1% | -19% | 5% | 16% | -0.2% | 6% | 6%
CC(C)n1c(C(O)c2ccc3c(c2)OCO3)nc2ccccc21 (stereo unspecified) | 3% | -0.3% | -0.1% | 21% | -2% | 1.4% | -1.2% | 3% | -7%
COc1ccc(CCNC(=O)c2ccc(=O)[nH]n2)cc1OC | 1% | 1.5% | -0.2% | -18% | -13% | 0.9% | 0.3% | 3% | -60%
CCC1=C(OC(=O)N(CC)CC)N2C(=O)OC(=NCCc3c[nH]c4ccccc34)[C@]2(Cc2ccccc2)[C@H]2C1=CC[C@H]1C(=O)N(CC(=O)OC)C(=O)[C@H]12 | 17% | 0.8% | -0.1% | 4% | 2% | 0.9% | -0.8% | -17% | 10%
O=C(NCC(c1ccco1)N1CCN(c2ccc(F)cc2)CC1)OCc1ccccc1 (stereo unspecified) | 6% | 5.9% | -0.2% | -13% | -9% | 1.0% | -0.8% | 4% | 17%
O=C(Cc1nnc(NC(=O)c2ccccc2)s1)N/N=C\c1ccc(O)c(O)c1 | 0% | -5.1% | 0.6% | -36% | -13% | 20% | -0.7% | -2% | -25%[20 µM]
Cc1[nH]c2ccc(-c3n[nH]c(=S)n3Cc3ccccc3)cc2c1C | 10% | 1.5% | -0.1% | -10% | 4% | 2.4% | 0.0% | -4% | -9%
CC(Oc1ccc(Cl)cc1)C(=O)N1CCCc2ccccc21 (stereo unspecified) | 6% | 6.3% | -0.1% | -31% | 0% | 0.9% | -1.1% | -12% | -16%
Cc1cc(NC(=O)C2CC2)ncc1NC(=O)c1ccccn1 | 1% | -1.7% | -0.1% | -41% | 8% | -0.4% | 0.1% | 16% | -27%[20 µM]
O=C(NCc1ccc2c(c1)OCO2)c1ccc(S(=O)(=O)NCC2CCCO2)cc1 (stereo unspecified) | 4% | -4.0% | -0.1% | -15% | 8% | -0.5% | -0.7% | -3% | 38%
COc1cc(C(=O)Nc2c(C(=O)O)[nH]c3ccc(Br)cc23)cc(OC)c1OC | 1% | -0.8% | -0.1% | -14% | 7% | 23% | -0.7% | -5% | -25%
COc1ccc2[nH]cc(CCNC(=S)NCCc3ccccc3)c2c1 | 13% | 0.4% | 0.7% | -24% | -1% | -1.4% | -0.8% | -10% | 5%
Cc1ccc(N(C(=O)c2snc(C(N)=O)c2N)C(CC(C)C)C(=O)NC2CCCC2)cc1 (stereo unspecified) | -1% | -4.5% | . | -10% | 25% | -1.6% | -0.3% | 4% | -20%
Cc1cc(C)n2nc(C(=O)N/N=C/c3ccc(O)cc3)nc2n1 | -3% | . | -0.2% | -17% | 7% | -1.0% | -0.1% | -8% | -64%[20 µM]
CN1CCC2(CC1)NC(=O)NC2=O | 4% | . | -0.1% | 4% | 11% | 1.5% | 0.0% | -7% | 20%
Nc1c2c(nn1-c1ccc(C(=O)O)cc1)CNC2 | -10% | -2.4% | -0.1% | 1% | 8% | -1.8% | 2.1% | 3% | -2%
COc1ccc(-n2ncc3c2CC(C)(C)CC3NC(=O)CCn2cncn2)cc1 (stereo unspecified) | -17% | -2.3% | -0.1% | -19% | 3% | -0.7% | -0.6% | -6% | 7%
O=C(/C=C/c1ccc(Cl)cc1Cl)Nc1cccc(S(=O)(=O)NC2=NCCC2)c1 | 4% | -1.1% | 0.2% | -53% | -4% | 1.1% | -0.6% | -12% | -33%
NS(=O)(=O)c1ccc(NC2(C(=O)O)CCCC2)cc1 | 9% | -0.9% | -0.2% | 6% | 4% | 16% | 0.3% | -8% | 25%
O=C(Nc1ccc(N2CCOCC2)c(Cl)c1)c1ccc(S(=O)(=O)N2CCOCC2)cc1 | 2% | -0.7% | -0.2% | -10% | 10% | -1.1% | 0.0% | 3% | -3%
Remaining list, next part.
SMILES | GPR55 LPI antagonism | KOR beta-arrestin-1 | GPR55 beta-arrestin | NOD1 NF-kB reporter | GPR35 arrestin U2OS | HIV peptide binding | West Nile antiviral | NS5 inhibitors | KOR beta-arrestin-2 | others
CC1Sc2ccc(S(=O)(=O)CCC(=O)Nc3cc(F)ccc3F)cc2NC1=O (stereo unspecified) | 8% | -1.9% | 0.1% | -15% | 5% | -0.2% | 0.0% | -4% | -71%
CCCN1C2=NCCN2c2cc(C)c(C)cc21 | 20% | 2.7% | 0.0% | -40% | -5% | 1.4% | -0.3% | 5% | 3%
CC(C)(C)C(O)CN1CCCC1 (stereo unspecified) | 0% | 0.3% | -0.3% | -18% | -8% | 0.8% | 0.8% | 3% | -22%
O=C(O)c1cc(-c2cccnc2)nc2ccccc12 | -1% | 2.9% | 0.0% | 3% | -5% | 0.3% | 0.1% | -5% | 13%
O=[N+]([O-])c1ccc(-c2nc(Nc3ccc(O)cc3)c3ccccc3n2)cc1 | -16% | -4.6% | -0.2% | 4% | -10% | -1.7% | -0.6% | -2% | -5%
CC1(C)C=C(c2ccc(C=O)s2)CC(C)(C)N1 | 11% | -5.4% | 0.1% | -10% | 15% | -2.3% | -0.4% | 0% | 19%
O=C(O)c1ccc(NC(=O)C2C3CCC(O3)C2C(=O)O)cc1 (stereo unspecified) | -5% | -2.5% | -0.2% | -30% | -9% | 0.1% | -0.1% | 2% | -40%[20 µM] | NS5 inhibitors pilot replicate=0.6
CN(C)CCCNS(=O)(=O)c1ccc(-n2nnc3ccccc32)c([N+](=O)[O-])c1 | 3% | -0.9% | . | 32% | 5% | -2.5% | -1.2% | -2% | 3%
CCN(CC)CCN1C(=O)c2ccccc2NC1c1ccc(F)cc1 (stereo unspecified) | 10% | 3.8% | 0.3% | -62% | 14% | 0.1% | -1.0% | 0% | 28%
O=C(NC1CCCC1)C(c1cccs1)N(C(=O)c1ccco1)c1ccc2c(c1)OCCO2 (stereo unspecified) | -1% | -6.5% | -0.1% | -5% | -1% | -2.3% | -0.3% | -1% | 19%
Cc1ccccc1Nc1nc(N)nc(COC(=O)c2cccc(S(=O)(=O)NCc3ccccc3)c2)n1 | 4% | 8.1% | 0.6% | 8% | -17% | -1.6% | 0.2% | 1% | -7%
S=c1[nH]nc(COc2ccccc2)n1/N=C/c1c(Cl)cccc1Cl | 12% | -3.9% | 0.0% | -6% | 0% | 0.0% | -0.1% | -11% | 4%
COC(=O)Cc1ccc(NC(=S)NCC(C)C)cc1 | 1% | 3.7% | -0.4% | -7% | -10% | -0.6% | -1.2% | -5% | 3%
COc1ccc(C2=NS(=O)(=O)N(C)C(C(=O)N3CCN(C)CC3)=C2)cc1 | -10% | -1.0% | 0.6% | 8% | 0% | -0.8% | -0.3% | -1% | -9%[20 µM]
COC(=O)COc1ccc2cc(-c3ccc(OC)cc3)c(=O)oc2c1 | 9% | -1.5% | -0.1% | -2% | 8% | -0.2% | 0.2% | -4% | -34%
C=CCN1C(=O)C2(NC(=O)c3ccccc3N2)c2ccccc21 (stereo unspecified) | -7% | 1.2% | 0.2% | 6% | -1% | 0.5% | -1.0% | . | -14%[20 µM]
CC(=O)c1ccc2c(c1)OCCOCCOc1ccccc1OCCOCCO2 | -16% | 3.1% | -0.2% | -6% | -10% | -0.9% | -0.5% | -2% | -8%
CCc1ccc(NS(=O)(=O)c2cc3[nH]c(=O)c(=O)[nH]c3cc2C)cc1 | -6% | 6.1% | 1.1% | 20% | -2% | -0.4% | 0.3% | -10% | -19%
COc1cccc2cccc(/C=N/n3cnnc3)c12 | 7% | -4.1% | 0.2% | 3% | 6% | 0.7% | -0.5% | -4% | -3%
CCOC(=O)CCNC(=O)N1CCC(CCC(=O)NCc2ccc(F)cc2)CC1 | 6% | -3.0% | -0.3% | 14% | 2% | 0.2% | 0.3% | -9% | 50%[20 µM]
CN(CCO)c1nc2c(c(=O)n(Cc3ccc(Cl)cc3)c(=O)n2C)n1C | 11% | 2.1% | -0.1% | -10% | 0% | -1.1% | 0.3% | 0% | 4%
COc1cccc(CN2CCN(C3CSCCSC3)CC2CCO)c1 (stereo unspecified) | -2% | 2.3% | -0.1% | 22% | 0% | 0.3% | -0.6% | 5% | -16%[20 µM]

Among those listed so far, seven have a Cl atom:
SMILES | GPR55 LPI antagonism | KOR beta-arrestin-1 | GPR55 beta-arrestin | NOD1 NF-kB reporter | GPR35 arrestin U2OS | HIV peptide binding | West Nile antiviral | NS5 inhibitors | KOR beta-arrestin-2 | others
COc1ccc(Cl)cc1N(CC(=O)N1CCCCC1)S(C)(=O)=O | 1% | 0.2% | 0.3% | 12% | 13% | -2.3% | 0.3% | . | 6%
Clc1ccc2[nH]c3c(c2c1)CCc1cn[nH]c1-3 | -16% | -1.1% | -0.1% | -19% | 5% | 16% | -0.2% | 6% | 6%
CC(Oc1ccc(Cl)cc1)C(=O)N1CCCc2ccccc21 (stereo unspecified) | 6% | 6.3% | -0.1% | -31% | 0% | 0.9% | -1.1% | -12% | -16%
O=C(/C=C/c1ccc(Cl)cc1Cl)Nc1cccc(S(=O)(=O)NC2=NCCC2)c1 | 4% | -1.1% | 0.2% | -53% | -4% | 1.1% | -0.6% | -12% | -33%
O=C(Nc1ccc(N2CCOCC2)c(Cl)c1)c1ccc(S(=O)(=O)N2CCOCC2)cc1 | 2% | -0.7% | -0.2% | -10% | 10% | -1.1% | 0.0% | 3% | -3%
S=c1[nH]nc(COc2ccccc2)n1/N=C/c1c(Cl)cccc1Cl | 12% | -3.9% | 0.0% | -6% | 0% | 0.0% | -0.1% | -11% | 4%
CN(CCO)c1nc2c(c(=O)n(Cc3ccc(Cl)cc3)c(=O)n2C)n1C | 11% | 2.1% | -0.1% | -10% | 0% | -1.1% | 0.3% | 0% | 4%

The list is partial, so the mix of outcomes need not match the whole.
